PKA-R2B act = activators of PKA-R2B holoenzyme, primary screen, biochemical, fluorescence polarization, Cy5-IP20, human; cAMP-dependent protein kinase catalytic subunit beta (Homo sapiens) + cAMP-dependent …; PKA-R2B holoenzyme dissociation; R2B truncated from residue 108, S112A mutant; 0% DMSO only, 100% 113 µM cGMP; activation, % at 11.4 µM; 340,000 tested, 0.079% active;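 active = activation above a cutoff set at the mean over all compounds plus 3 SD, cut at about 18% in these data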;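 note: higher means more holoenzyme dissociation and a rise in polarization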
Target sequence (P31323 whole entry, looked up, other chains not shown, the tested form may be a part): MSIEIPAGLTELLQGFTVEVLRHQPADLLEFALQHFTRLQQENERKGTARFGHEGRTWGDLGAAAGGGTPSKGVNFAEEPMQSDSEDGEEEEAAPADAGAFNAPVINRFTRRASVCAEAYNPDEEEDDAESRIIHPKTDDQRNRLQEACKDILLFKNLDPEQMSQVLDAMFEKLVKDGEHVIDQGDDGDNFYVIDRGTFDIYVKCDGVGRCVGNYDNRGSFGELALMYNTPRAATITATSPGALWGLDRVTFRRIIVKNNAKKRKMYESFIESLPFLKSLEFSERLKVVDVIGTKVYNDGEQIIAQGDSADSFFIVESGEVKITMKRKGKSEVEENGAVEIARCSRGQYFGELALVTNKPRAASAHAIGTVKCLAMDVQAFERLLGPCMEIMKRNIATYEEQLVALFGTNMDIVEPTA
PKA-R1A act = activators of PKA-R1A holoenzyme, primary screen, biochemical, fluorescence polarization, Cy5-IP20, bovine R1A, mouse PKAc. PKA-R1A dissociation; scaled: DMSO 0%, 113 µM cGMP 100%. 340,000 tested, 0.083% active. cAMP-dependent protein kinase type I-alpha regulatory subunit (Bos taurus) + …. AID 504707, 2011. activation, % at 11.4 µM;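 active = percent activation above the mean of all tested compounds plus 3 SD, cut at about 19% in these data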;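 note: higher means more PKAc released from R1A so a rise in polarization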
SUMO Mot1 rescue = yeast Mot1-301 growth rescue at high temperature, primary screen, SUMOylation pathway inhibitor project, S. cerevisiae, ATP luminescence, 38.5C; 320,000 tested, 1% active; S. cerevisiae Mot1-301 growth rescue; percent above DMSO median, 100 means doubled; growth rescue, % at 18.8 µM;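 active = every valid replicate shows activation above 250% relative to neutral control wells; inactive = the rest, any valid replicate at or below 250%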;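 note: OY570 slx delta 5 strain wells were the positive control but not used for scaling; some compounds called inactive have numbers as strong as hits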
HTR5A inv ctr = HTR5A inverse agonists in luminescence cell assay, primary screen, counter-screen for OPRM1-OPRD1 heterodimer inverse agonist project, full-deck HTS. AID 504634, 2011. 340,000 tested, 0.083% active. inhibition, % at 9.3 µM. HTR5A cell line, inverse agonism; in the data active = inhibition mostly above about 23%, no sharp cut-off; inactive = mostly below about 18%;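 note: 0% = cells with DMSO and 100% = no-cell wells with DMSO; some compounds called inactive have numbers as strong as hits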
E coli growth = E. coli V3065 growth inhibition, primary screen, counter-screen for AddAB inhibitor project, absorbance, OD600. 18 h. 330,000 tested, 0.27% active. inhibition, % at 11.9 µM. AID 449728, 2010;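 active = inhibition above the campaign's mean inhibition across all tested compounds plus 3 SD, cut at about 9.9% in these data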;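 note: uninfected addAB+ strain grown without phage in ampicillin broth; 0% = DMSO wells and 100% = ciprofloxacin 0.95 µg/ml wells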
HTR5A ag = HTR5A agonists in luminescence cell assay, primary screen, counter-screen for OPRM1-OPRD1 heterodimer agonist project, full-deck HTS; 5-hydroxytryptamine receptor 5A (Homo sapiens), P47898; cell-based; activation, % at 9.3 µM; 340,000 tested, 0.61% active; AID 504692, 2011; in the data active = activation mostly above about 9.5%, no sharp cut-off; inactive = mostly below about 7.6%;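 note: 0% = cells with vehicle only and 100% = reference agonist; strong numbers were not always called active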
DAGLB inh = DAGLB lipase inhibitors, primary screen, biochemical, fluorescence, HTS; inhibition, % at 5.17 µM; Diacylglycerol lipase-beta (Homo sapiens), Q8NCG7; HEK293T DAGLB membrane lysate, EnzChek fluorogenic substrate; 340,000 tested, 0.059% active; AID 504411, 2011; in the data active = inhibition above about 34%;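 note: 0% = enzyme with vehicle and 100% = wells lacking enzyme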
Target sequence (Q8NCG7 whole entry, looked up): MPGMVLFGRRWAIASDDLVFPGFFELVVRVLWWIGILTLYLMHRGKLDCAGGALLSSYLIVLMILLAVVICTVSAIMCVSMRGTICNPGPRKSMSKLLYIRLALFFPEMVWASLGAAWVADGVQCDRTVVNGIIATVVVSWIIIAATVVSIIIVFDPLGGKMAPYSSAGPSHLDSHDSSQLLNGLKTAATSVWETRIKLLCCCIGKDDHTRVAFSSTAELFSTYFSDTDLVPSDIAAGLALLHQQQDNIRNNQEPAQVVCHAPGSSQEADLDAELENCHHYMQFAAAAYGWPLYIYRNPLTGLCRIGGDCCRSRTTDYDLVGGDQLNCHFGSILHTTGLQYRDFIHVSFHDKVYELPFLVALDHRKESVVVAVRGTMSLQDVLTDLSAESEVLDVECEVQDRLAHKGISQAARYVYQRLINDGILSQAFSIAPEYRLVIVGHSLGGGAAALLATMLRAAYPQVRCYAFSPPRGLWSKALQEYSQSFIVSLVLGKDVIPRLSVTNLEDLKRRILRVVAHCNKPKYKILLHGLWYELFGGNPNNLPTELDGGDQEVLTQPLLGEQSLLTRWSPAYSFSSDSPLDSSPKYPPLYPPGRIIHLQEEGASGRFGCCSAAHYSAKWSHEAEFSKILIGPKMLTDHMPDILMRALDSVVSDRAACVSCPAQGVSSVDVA
Tat transport = E. coli Tat export inhibitors, primary screen, MC4100, TorA-mCherry reporter, fluorescence, single point; inhibition, % at 10 µM; 340,000 tested, 0.036% active; AID 488895, 2010;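 active = mean replicate inhibition at least 50% and at least half of replicates individually reaching 50%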;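 note: exported cargo escapes ClpAP degradation while cytoplasmic cargo is degraded and loses fluorescence; 0% = median of neutral control wells and 100% = median of NaSCN control wells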
phage Ecoli inh = growth loss of phage-infected E. coli, primary screen, RecBCD inhibitor project, absorbance, with phage, HTS; inhibition, % at 11.9 µM; 360,000 tested, 0.26% active; AID 651602, 2012; in the data active = inhibition above about 11%
AddAB inh = growth inhibition of E. coli expressing H. pylori AddAB, primary screen, AddAB inhibitor project, absorbance; AID 435030, 2010; 330,000 tested, 0.29% active; inhibition, % at 11.9 µM; in the data active = inhibition above about 12%;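 note: 0% = vehicle wells of infected cells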
CDK5 p35 inh = inhibitors of human CDK5/p35 kinase, primary screen, biochemical, single concentration; Cyclin-dependent kinase 5 (Homo sapiens) + Cyclin-dependent kinase 5 activator 1 (Homo …; 330,000 tested, 0.01% active; Recombinant CDK5/p35, ADP-Glo luminescence, 60 min; inhibition, % at 10 µM;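 active = highest replicate inhibition of at least 50% and at least 75% of replicates reaching 50%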;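 note: plate controls were DMSO neutral control for no effect and GW8510 at 10 µM for full effect; many of its hits are not listed in these tables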
* hit, by the source's call; nt = no result given. The order is random, and some 2.3% of all compounds hit somewhere here.

SMILES | PKA-R2B act | PKA-R1A act | SUMO Mot1 rescue | HTR5A inv ctr | E coli growth | HTR5A ag | DAGLB inh | Tat transport | phage Ecoli inh | AddAB inh | CDK5 p35 inh
CS(=O)(=O)N1CCN(C(=O)c2csc3ccccc23)CC1 | -5 | 10 | 0 | -22 | -0.9 | 1 | -3 | -9 | 1.9 | -3.6 | -3.1
C/C(N)=C(/C#N)C(=O)CSc1nc2scc(-c3ccccc3)c2c(=O)n1C | -7 | -5 | 12 | 6 | -0.9 | 8 | 1 | -2 | -1.1 | 0.7 | 1.5
CCOC(=O)c1cc(-c2ccc(N3CCOCC3)cc2)nn1-c1ccccc1 | -9 | -10 | 6 | 8 | 1.0 | 2 | -1 | 3 | 3.0 | 4.8 | 1.4
CCN(c1ccc(C)cc1C)S(=O)(=O)c1nnc(NC(=O)c2ccco2)s1 | 5 | -3 | 7 | 0 | 0.0 | 2 | 10 | -12 | -0.3 | 1.9 | 0.4
O=C(O)/C(=C/c1cccnc1)NC(=O)c1ccccc1 | -2 | 3 | -19 | 0 | -0.1 | 2 | -3 | -6 | 3.6 | 1.5 | 1.6
CC(C)c1ccc(NC(=O)c2cccc(NC3=NC4CS(=O)(=O)CC4S3)c2)cc1 (stereo not drawn) | -16 | -7 | 6 | 2 | -2.3 | 0 | 1 | 21 | 1.2 | -1.1 | 1.2
O=C1OC(c2ccc(Cl)cc2)=C/C1=C/c1cccnc1 | -10 | -6 | -13 | -2 | 0.2 | 0 | -1 | -8 | 1.7 | -0.1 | -0.3
O=C(c1ccc(Br)cc1)N1CCCC(c2nc(-c3cccs3)no2)C1 (stereo not drawn) | 2 | -2 | -10 | 6 | 1.0 | 3 | -3 | 0 | 4.1 | -0.9 | -3.6
CN1CCN(S(=O)(=O)c2cccc(C(=O)Nc3sc4c(c3C(N)=O)CCCC4)c2)CC1 | -3 | 14 | 7 | -1 | -0.4 | -4 | 2 | 4 | -0.2 | 0.1 | 1.3
CCN(CC)CCNC(=O)c1cccc(NC(=O)C(=O)c2cc(Br)ccc2NC(C)=O)c1 | -1 | -1 | -12 | 2 | -1.5 | 4 | 0 | -5 | -0.3 | 3.8 | -1.5
COc1ccc(CCn2c(N)c(C#N)c3nc4ccccc4nc32)cc1OC | 1 | 4 | 38 | 1 | -3.1 | 0 | 2 | 0 | 4.4 | -0.5 | -0.4
C=CCc1c(C)nc(-c2ccccc2)nc1Nc1ccc(O)cc1 | -11 | -15 | 5 | -15 | 0.2 | -3 | 1 | 4 | 2.1 | 1.6 | 0.8
CC12CCCc3c(O)cc(=O)n(c31)-c1ccccc12 (stereo not drawn) | 10 | -4 | -1 | -33 | 1.4 | 13 | 6 | 0 | 4.3 | 3.1 | -0.4
Cc1ccc(NC(=O)CCN2CCc3ccccc3C2)cc1 | -5 | 9 | 227 | -7 | 0.4 | -3 | -2 | -1 | 2.1 | -1.7 | 0.8
CN(c1ccccc1)S(=O)(=O)c1ccccc1Br | -2 | 1 | -13 | -15 | -0.4 | 2 | -7 | -9 | 2.2 | 1.8 | -3.2
CCCS(=O)(=O)N1CCN(C(=O)c2cccc(OC)c2)CC1 | 0 | -2 | -2 | -30 | -1.6 | 4 | 2 | 1 | 3.5 | 1.9 | 0.1
COC(=O)Cn1c(-c2ccc(OC)cc2)c(-c2ccc(OC)cc2)nnc1=O | 8 | -10 | 13 | -5 | -0.9 | 7 | -1 | -8 | -2.4 | 3.9 | 0.4
O=C(NCc1cccnc1)C(=O)NCC1OCCN1S(=O)(=O)c1cc(F)ccc1F (stereo not drawn) | -2 | -13 | -7 | 22 | 1.9 | -3 | 0 | -1 | 2.6 | 0.6 | 1.7
O=[N+]([O-])c1cccc(NC(=S)N2CCN(c3ccccn3)CC2)c1 | -5 | -9 | 3 | 5 | nt | 2 | -1 | 1 | 2.6 | nt | 0.2
CC(C)(C)c1ccc(-n2ncc3c2CCCC3NC(=O)CN2CCCC2=O)cc1 (stereo not drawn) | 3 | -1 | 6 | -26 | -1.5 | 1 | 2 | 6 | -1.5 | 0.6 | -1.5
O=C1NC(c2ccc(Br)cc2)=N/C1=C/c1ccco1 | -11 | 0 | 14 | 16 | 1.4 | -5 | 0 | -12 | 1.2 | 2.2 | -0.6
CCCn1nnc(NC(=O)COc2ccccc2Cl)n1 | -11 | -8 | 8 | 2 | 3.4 | 2 | 2 | 1 | -1.2 | 3.0 | 2.5
CC(OC(=O)c1ccc(F)cc1)C(=O)Nc1nc(-c2cccc([N+](=O)[O-])c2)cs1 (stereo not drawn) | -21 | -9 | 1 | -9 | 2.0 | 4 | 1 | 1 | 3.7 | 2.5 | 0.1
Cc1ccc(C(C)C)c(OCCCn2ccnc2C)c1 | 10 | -1 | -10 | 5 | -1.2 | -1 | -1 | 7 | 2.1 | -0.8 | 1.1
Cc1cc(C)c2c3c(sc2n1)C(=O)N(c1ccccc1)CC(=O)N3 | -14 | -3 | -1 | 9 | -1.1 | -3 | -3 | 4 | -0.1 | -0.1 | -1.2

The closing 2 entries of the section above are carried over, then new ones follow.
SMILES | PKA-R2B act | PKA-R1A act | SUMO Mot1 rescue | HTR5A inv ctr | E coli growth | HTR5A ag | DAGLB inh | Tat transport | phage Ecoli inh | AddAB inh | CDK5 p35 inh
Cc1ccc(C(C)C)c(OCCCn2ccnc2C)c1 | 10 | -1 | -10 | 5 | -1.2 | -1 | -1 | 7 | 2.1 | -0.8 | 1.1
Cc1cc(C)c2c3c(sc2n1)C(=O)N(c1ccccc1)CC(=O)N3 | -14 | -3 | -1 | 9 | -1.1 | -3 | -3 | 4 | -0.1 | -0.1 | -1.2
CN(C)c1ccnc2sc3c(=O)n(-c4ccccc4)cnc3c12 | 1 | 6 | -12 | -22 | 0.7 | -2 | 0 | 0 | 0.0 | -0.7 | -1.6
O=C(N/N=C\c1c[nH]c2ccccc12)c1ccc(O)cc1 | 1 | 9 | 7 | -5 | nt | 1 | 1 | -6 | -2.1 | nt | -0.8
O=C(CNC(=O)c1ccc(Br)cc1)Nc1ccc2c(c1)CCC2 | 0 | -2 | -12 | -3 | -1.6 | 1 | -3 | -7 | 0.8 | 0.0 | -0.5
O=c1c2c(-c3ccc([N+](=O)[O-])cc3)csc2nc2n1CCC2 | -7 | -5 | -10 | 8 | -0.8 | -2 | -1 | -11 | 1.7 | -1.1 | 0.5
CC(C)c1ccc(NC(=O)Cc2cn(C)c3ccccc23)cc1 | -2 | -11 | 11 | -5 | -0.3 | 2 | -20 | 14 | 3.9 | 2.9 | 0.1
CC(=O)Nc1ccccc1Oc1ccccc1 | -9 | -3 | -23 | -2 | -0.9 | -7 | -1 | -5 | 1.8 | 0.7 | 0.8
O=C(CN1CCOCC1)Nc1nc2ccc(F)cc2s1 | -6 | -1 | 250 | -5 | 1.5 | 1 | 1 | 13 | 1.9 | 2.8 | -0.6
Cc1cccc(NC(=O)COC(=O)Cc2c[nH]c3ccccc23)c1C | -2 | -4 | -3 | -18 | 1.2 | 1 | 3 | 0 | 1.5 | 4.0 | 0.9
OCCCc1ccc(O)c(O)c1 | 0 | -10 | 224 | 4 | -2.7 | -1 | -1 | 2 | 0.8 | 1.2 | 0.1
Cc1ccc(N=Cc2ccc[nH]2)c(O)c1 | -4 | 4 | -9 | 14 | 2.4 | -5 | 2 | 2 | 1.0 | 1.0 | -2.0
COc1ccc(CNC(=O)CN(C(=O)CCC(=O)Nc2ccccn2)c2cccc(C)c2C)cc1 | -11 | -1 | -8 | -6 | 0.9 | 2 | 2 | -2 | 1.2 | 0.8 | 0.7
COC(=O)c1c(C)oc(C)c1S(=O)(=O)NC(C)(C)C | -12 | 4 | -15 | 22 | -0.5 | -3 | -2 | 3 | 0.1 | 0.3 | 0.2
CN(Cc1ccccc1Cl)C(=O)c1cnccc1C(F)(F)F | -1 | 7 | -8 | -4 | 0.3 | 15* | -2 | -7 | 2.7 | 3.5 | 0.3
CCc1nnc(NC(=O)CSc2nc(N)c(NC(=O)c3ccc(OC)cc3)c(=O)[nH]2)s1 | 9 | 1 | 20 | -2 | 3.3 | 3 | 0 | -4 | 0.9 | 0.9 | 1.2
O=C(CN1CCOCC1)N1N=C(c2cccs2)CC1c1cccs1 (stereo not drawn) | 8 | 5 | -9 | 0 | -1.5 | 0 | -2 | -10 | 2.5 | 1.2 | -3.3
COc1ccc(-c2noc(CN3CCC(Cc4ccccc4)CC3)n2)cc1 | -6 | 4 | 2 | -12 | 1.5 | 4 | -11 | -2 | nt | -1.2 | 1.7
COc1ccc(CCNS(=O)(=O)c2ccc3c(c2)NC(=O)CS3)cc1OC | 5 | 2 | -13 | 0 | 1.1 | 11* | 4 | -5 | 2.7 | 4.8 | 1.8
CCCCOc1ccc(C(=O)NCC(=O)N2CCN(Cc3ccc4c(c3)OCO4)CC2)cc1 | -12 | -7 | 35 | 13 | 0.4 | -5 | -1 | 10 | 1.0 | 0.2 | -0.5
O=C(COC(=O)c1nc(Cl)ccc1Cl)NC(=O)c1ccccc1 | -1 | -5 | 15 | -13 | -0.1 | 4 | 0 | 2 | -1.2 | 2.8 | -0.6
CCn1nnc(NC(=O)c2ccc(Br)o2)n1 | 3 | 8 | 60 | -7 | -0.8 | 3 | -2 | 1 | 1.0 | 0.9 | 1.8
CCO[C@@H]1OC(C(=O)N2CCN(Cc3ccc4c(c3)OCO4)CC2)=C[C@H](c2coc3ccccc3c2=O)[C@H]1CCCO | -2 | -2 | 11 | -9 | -0.3 | 3 | 1 | 5 | 1.3 | 1.5 | -0.7
Cn1c(CCNC(=O)c2ccco2)nc2cc(NC(=O)c3ccccc3)ccc21 | -8 | 6 | 1 | 8 | 1.8 | 3 | -2 | -3 | 1.1 | 2.0 | 1.2
COc1cccc(CN2CCC(n3nccc3NC(=O)CCCc3ccccc3)CC2)c1O | -5 | 2 | 2 | 17 | -0.9 | 3 | 2 | 5 | 1.3 | 5.4 | 0.3
CCCc1c(O)nc(SCCN(CC)CC)[nH]c1=O | -5 | -6 | -13 | 1 | -0.3 | 0 | -1 | -5 | 0.8 | 1.9 | 1.4
COc1ccc(C)cc1S(=O)(=O)Nc1ccc(F)cc1 | -1 | -5 | -18 | -5 | 0.4 | 0 | -2 | 3 | 2.1 | 1.9 | -0.2
CCCCOc1ccccc1C(=O)NNC(=S)NC(=O)c1ccccc1[N+](=O)[O-] | 4 | 3 | -5 | 13 | 2.9 | -4 | 2 | 0 | 0.4 | 4.8 | 0.6
COc1cc(C(=S)N2CCOCC2)cc(OC)c1OC(=O)Cc1ccc(F)cc1 | 2 | -4 | 15 | -14 | -0.6 | 1 | -1 | 0 | 1.3 | -0.8 | 0.3

Screens from PubChem.
